# RECQ1 helicase: blocks DNA unwinding by human RECQ1; RECQ1 DNA unwinding, red fluorescence kinetic read; AID 2549; 240,000 tested, 0.54% active; Potency, µM (titrated, usually from 57.3 µM), without a hit: at the top dose activity, negative = inhibition, usual class: inhibitors;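 note: plate controls were vehicle for no effect and no enzyme for full effect; nearly all actives have a fitted effect of over 30% in size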
#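 50 nM RECQ1T1 preincubated 15 min with compound in Tris pH 8.0 buffer with MgCl2, DTT, Tween-20 and 2.5 ug/ml poly(dI-dC); started with 200 nM TAMRA/BHQ-2 forked duplex and 2 mM ATP. Unwinding read as fluorescence (525/598 nm), two reads 2 h apart.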
# TR SRC2 fluor cs: counter-screen for TRb-SRC2 inhibitors: fluorescence interference | 280,000 tested, 0.29% active | TRb/SRC2 Texas Red total fluorescence interference | Potency, µM (top dose mostly 106 µM), for the others: at the top dose fluorescence change, negative = quenching; active = well fitted curve in either direction with a large enough effect; inconclusive = small, poorly fitted or top-dose-only effect; note: % is set by controls: 0 for no effect and ±100 for the full control effect
#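 Flags fluorescent or light-absorbing compounds by total fluorescence, S + 2P, at 555 nm excitation and 632 nm emission. Mixture: 20 nM Texas Red SRC2 peptide, 0.6 uM human TRb LBD, 1 uM T3, 5% DMSO; compound exposure 5 h at ambient temperature.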
# Tau fluor cs: counter-screen for tau fibril formation inhibitors. tau K18 P301L Alexa594 fluorescence, heparin fibrillization. 280,000 tested, 0.93% active. Potency, µM (top dose mostly 57.7 µM), for inactives: top-dose activity change, negative = decrease; note: % is set by controls: 0 for no effect and ±100 for the full control effect; nearly all actives have a fitted effect of over 55% in size
#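 Human K18 P301L tau (15 uM unlabeled plus 0.24 uM Alexa 594-labeled, final) in 100 mM sodium acetate pH 7 was mixed with compound and 20 uM heparin and incubated 6 hr at 37 C.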
# L3MBTL1 inh: L3MBTL1 (human) inhibition; AlphaScreen L3MBTL1–H3K9me1 peptide binding; 230,000 tested, 0.66% active; AID 485360; Potency, µM (titrated, usually from 57.1 µM), for inactives: at the top dose activity, negative = inhibition, hits mostly inhibitors; note: % is set by controls: 0 for no effect and ±100 for the full control effect; nearly all actives have a fitted effect of over 60% in size
# Target sequence (Q9Y468 whole entry, looked up): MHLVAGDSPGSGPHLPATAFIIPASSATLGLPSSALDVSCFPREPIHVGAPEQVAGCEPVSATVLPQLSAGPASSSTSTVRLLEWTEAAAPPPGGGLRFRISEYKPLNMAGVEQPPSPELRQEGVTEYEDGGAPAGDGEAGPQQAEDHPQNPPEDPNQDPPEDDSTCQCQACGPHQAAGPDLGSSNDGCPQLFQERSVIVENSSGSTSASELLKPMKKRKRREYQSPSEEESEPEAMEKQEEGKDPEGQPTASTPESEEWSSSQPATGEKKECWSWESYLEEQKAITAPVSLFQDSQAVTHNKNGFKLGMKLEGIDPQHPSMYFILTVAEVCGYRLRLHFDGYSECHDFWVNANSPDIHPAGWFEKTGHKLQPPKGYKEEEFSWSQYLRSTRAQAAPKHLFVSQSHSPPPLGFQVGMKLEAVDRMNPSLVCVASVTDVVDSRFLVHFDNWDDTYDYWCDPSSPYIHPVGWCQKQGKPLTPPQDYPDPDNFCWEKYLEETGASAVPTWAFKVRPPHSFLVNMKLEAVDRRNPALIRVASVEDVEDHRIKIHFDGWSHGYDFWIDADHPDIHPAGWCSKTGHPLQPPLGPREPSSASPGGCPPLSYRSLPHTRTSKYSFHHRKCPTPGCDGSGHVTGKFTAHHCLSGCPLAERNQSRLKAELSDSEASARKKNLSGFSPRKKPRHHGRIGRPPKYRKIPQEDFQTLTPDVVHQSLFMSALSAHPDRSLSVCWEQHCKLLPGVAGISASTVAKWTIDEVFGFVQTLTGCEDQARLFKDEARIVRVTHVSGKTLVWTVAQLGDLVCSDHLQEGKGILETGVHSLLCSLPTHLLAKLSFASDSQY
#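 L3MBTL1 (50 nM) pre-complexed 30 min with biotinylated H3(1-15)K9me1 peptide (75 nM), then compounds added for 30 min at room temperature; AlphaScreen streptavidin donor/nickel chelate acceptor beads (10 ug/mL final) read after 30 min dark incubation.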
# HTT ATP protect: cytoprotection in Huntington HTT-Q103 PC12 cell model; 230,000 tested, 0.14% active; Potency, µM (titrated, usually from 56.4 µM), without a hit: cytoprotection (ATP increase), usual class: activators; PC12 HTT-Q103 induced, cytoprotection, ATP luminescence, 40 h;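 note: % of control where 0% means no effect; nearly all actives have a fitted effect of over 45% in size; toxic huntingtin expression switched on by the ecdysone agonist tebufenozide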
#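 Cells were plated at 1500 per well in phenol red-free DMEM with 5% equine and 5% calf serum. Tebufenozide (100 nM final) and compounds were added, then ATPlite reagent, and luminescence was read.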
# TRb SRC2 PPI: TRbeta-SRC2 interaction inhibition. TRbeta-SRC2 peptide binding, fluorescence polarization; receptor liganded with 1 µM T3. Potency, µM (top dose mostly 106 µM), for inactives: top-dose activity change, negative = inhibition, usual class: inhibitors. 280,000 tested, 0.065% active;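 note: plate controls were bound peptide for no effect and peptide without receptor for full effect; nearly all actives have a fitted effect of over 50% in size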
#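 TRb LBD 0.6 uM + Texas Red SRC2 peptide 20 nM, 1 uM T3, Tris buffer w/ 5% DMSO; compound pinned, 5 h RT; FP read ex 555/em 632; normalized to unbound and bound controls.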
# Tau fibril FP: blocks human tau fibril formation measured by polarization. P10636. Potency, µM (highest dose often 57.7 µM), for the others: at the highest dose activity, negative = inhibition, hits mostly inhibitors. AID 1468. 280,000 tested, 0.39% active. K18 P301L tau heparin fibrillization, Alexa594 FP, 6 h; note: % is set by controls: 0 for no effect and ±100 for the full control effect; nearly all actives have a fitted effect of over 55% in size
# Target sequence (P10636 561-689 P618L limits assumed): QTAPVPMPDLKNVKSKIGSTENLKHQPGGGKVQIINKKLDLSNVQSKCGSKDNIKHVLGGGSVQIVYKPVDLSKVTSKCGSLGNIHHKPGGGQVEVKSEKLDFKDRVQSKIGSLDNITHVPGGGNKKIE
#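 Human K18 P301L fragment (15 uM unlabeled plus 0.24 uM Alexa 594-labeled) in 100 mM sodium acetate pH 7 with compound, aggregation induced by 20 uM heparin for 6 hr at 37 C. ThT (30 uM) added for 1 hr, then Alexa 594 FP read.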
# Tau ThT inhib: blocks human tau fibril formation measured by thioflavin T; recombinant tau K18 P301L, heparin-induced fibrillization, ThT fluorescence; Potency, µM (doses to about 57.4 µM), for the others: at the highest dose activity, negative = inhibition, usual class: inhibitors; 270,000 tested, 2.1% active; note: % is set by controls: 0 for no effect and ±100 for the full control effect; nearly all actives have a fitted effect of over 55% in size
#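 ThT emission at 510 nm, taken 1 hr after adding 30 uM dye, quantifies aggregates formed when 20 uM heparin acts on human tau K18 P301L for 6 hr at 37 C.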
# Numbers without * were called inactive; i = inactive; ? = inconclusive; / = no result given; & = joins results of further samples; [ ] = remark or other dose. Unless noted, calls come from the whole dose curve; as a rule, active = well fitted curve in the direction sought with a large enough effect; inconclusive = small, poorly fitted or top-dose-only effect, or another doubt; inactive = no such curve, though single readings can be large; an effect the other way counts as inactive or inconclusive. Potency is the fitted concentration of half-maximal effect. Some of the compounds tested, so the mix of outcomes need not match the whole.
smiles | RECQ1 helicase | TR SRC2 fluor cs | Tau fluor cs | L3MBTL1 inh | HTT ATP protect | TRb SRC2 PPI | Tau fibril FP | Tau ThT inhib
COc1ccccc1CNC(=O)C1CCCN(c2nc3ccccc3n3cccc23)C1 (configuration not stated) | / | -25.3% | -1.7% | / | / | 4.4% | -0.4% | 4.7%
Cc1nn(-c2ccc(N3CCCC3)nn2)c(C)c1CCC(=O)NCc1ccccc1F | / | -25.4% | -3.7% | / | / | 9.3% | -10.0% | -5.4%
Cc1nc2c(cc1C(=O)N/N=C/c1ccc([N+](=O)[O-])cc1)c(=O)n(C)c(=O)n2C | -6.0% | 0.3% | -1.8% | -0.7% | -25.9%[10 µM] | 11.0% | 5.4% | -7.5%
CC(C)C(=O)Nc1ncc(Cc2ccccc2Cl)s1 | 9.6% | -0.8% | -16.6% | 2.0% | 7.2%[10 µM] | -5.4% | -2.5% | -6.6%
CN(C)CCCNC(NC(=O)c1cccs1)C(Cl)(Cl)Cl (configuration not stated) | -2.2% | -0.9% | 0.3% | -2.4% | 17.2%[10 µM] | -0.4% | 0.8% | -7.0%
CCOC(=O)c1c(C)[nH]c(C(=O)COC(=O)/C=C/c2ccc(OCC#N)c(OC)c2)c1C | -0.4% | -0.8% | 6.0% | 0.3% | / | -1.6% | 4.0% | 3.3%
O=C(c1c(F)cccc1F)N1CCC(O)(c2cccnc2)CC1 | -5.5% | -5.6% | -4.6% | / | -4.1%[10 µM] | 3.6% | -0.4% | -10.8%
C[C@@H](NC(=O)c1coc(=O)c(Br)c1)c1ccccc1 | -4.7% | -9.4% | 2.5% | -9.0% | -6.3%[10 µM] | -0.6% | 8.9% | -5.6%
Cc1nnc(C)n1N | -13.1% | 1.2% | 14.8% | -8.9% | -5.7%[10 µM] | 0.8% | 6.2% | 2.3%
Cc1n[nH]c(=S)c2nn(-c3ccccc3F)c(C)c12 | -5.8% | 0.5% | -2.3% | / | -1.2% | 9.2% | 1.8% | -1.6%
C/C=N/NC(=O)CCCC(=O)N/N=C/C | 12.6% | 2.5% | 8.0% | / | -5.8% | -0.3% | -5.6% | 0.0%
CCOC(=O)c1ccc(COC(=O)CCc2nc3ccccc3[nH]c2=O)o1 | 1.9% | -2.0% | 8.6% | 1.5%[11.4 µM] | -6.8%[10 µM] | 4.2% | 4.6% | 4.6%
COC(=O)c1ccc(NC(=O)C(=O)N2CCN(C(=S)NCCc3ccccc3)CC2)cc1 | -11.7% | 4.7% | ? | 2.6% | 32.9%[10 µM] | 3.9% | ? | ?
O=C(OCc1cc2ccccc2[nH]c1=O)C1CCCCC1 | i | -0.9% | -4.9% | 2.0% | 16.4% | -0.8% | 3.6% | -1.8%
CSc1ccc(CN2CCC(CO)(Cc3ccc(Cl)cc3)CC2)cc1 | i | -2.7%[53 µM] | -16.4% | -2.4% | 12.1%[10 µM] | 4.4%[53 µM] | -5.5% | -2.0%
CCN(Cc1ccccc1)C(=O)/C=C/c1ccccc1[N+](=O)[O-] | i | -0.5% | -8.2% | -1.7% | 2.8% | 4.7% | 4.8% | -7.0%
Cc1cc(C)c(OCC(=O)Nc2cccc(-c3nc4ncccc4o3)c2)c(Br)c1 | / | -0.5% | -21.1% | / | / | -8.9% | -0.8% | ?
COc1ccc(CNC(=O)Cc2coc3ccc(C(C)C)cc23)cc1 | / | -20.8% | -26.8% | / | / | -5.3% | 1.5% | ?
Cc1cc(C)nc(NS(=O)(=O)c2ccc(N3C(=O)C4CC=C(Cl)CC4C3=O)cc2)n1 (configuration not stated) | -2.6% | -3.1% | 0.1% | -9.3% | -24.0% | -1.8% | -6.5% | 1.2%
NNC(=O)/C(=C\c1ccc(Br)cc1)NC(=O)c1cccs1 | i | -0.3% | 6.4% | -6.6% | 13.0%[10 µM] | -6.4% | -0.7% | 0.7%
COc1ccc(C2=NNC(c3ccco3)=Nc3ccc(F)cc32)cc1 | 14.4% | 0.0% | -5.9% | -5.3% | / | 1.1% | 3.6% | -5.1%
CCOC(=O)c1ccccc1NC(=O)CC1SC(=NC)N(C)C1=O (configuration not stated) | -11.0% | 0.3% | -7.0% | / | 15.1% | 11.8% | -5.8% | -9.4%
CCOC(=O)N1CCC(NC(=O)c2ccc(CNS(=O)(=O)c3ccc(F)cc3)cc2)CC1 | -10.8% | -2.3% | -8.4% | 11.5% | 8.0% | -7.6% | ? | -16.5%
COc1ccc(S(=O)(=O)N(CC(=O)Nc2cccnc2)c2ccc(Cl)cc2)cc1 | / | -0.4% | -29.6% | / | / | 1.5% | -3.9% | 0.1%
COc1ccccc1N1CCN(C(=O)c2cc3cc(Br)ccc3oc2=O)CC1 | -15.3% | 0.4% | -5.9% | -2.8% | -3.3% | 2.9% | -0.1% | -6.5%
COc1ccc(N2CCN(C(CNC(=O)C(=O)NCc3ccc(F)cc3)c3cccnc3)CC2)cc1 (configuration not stated) | / | 9.6% | -1.6% | / | / | 0.3% | 2.3% | -8.0%
Cc1ccc(/C=C2\OC(=O)c3ccccc32)cc1 | i | -1.6% | -14.3% | 5.4% | -17.8% | -5.7% | -12.0% | -9.9%
COc1ccccc1CNC(=O)CCn1c(=O)c2cccn2c2cccnc21 | / | -2.2% | 11.1% | / | / | 6.0% | 3.4% | 7.6%
CCCN1CCc2nc(N3CCN(CC)CC3)ncc2C1 | / | -0.3% | 4.2% | / | / | -4.6% | 10.7% | -2.8%
O=C(Nc1cccc2ccccc12)c1ccc(Br)o1 | -0.9% | -4.7% | -10.9% | / | -25.1% | -5.2% | -2.7% | -20.5%
CCSc1ncc(Cl)c(C(=O)Nc2sc(C(C)=O)c(C)c2C(=O)OC)n1 | / | -5.7% | -4.4% | / | / | -4.6% | -0.6% | -0.6%
N[C@@H](Cc1ccccc1)c1nnc(SC/C=C/c2ccccc2)o1 | -9.8% | -0.3% | -10.9% | / | -2.9%[10 µM] | -6.0% | 5.0% | /
Cc1cc(NS(=O)(=O)c2ccc(Nc3nc(-c4sc(C)nc4C)cs3)cc2)no1 | -1.9% | -5.8% | -11.5% | / | -23.7% | -5.7% | 13.8% | -21.8%
CCOC(=O)N1CCN(c2cc(=O)n(-c3ccc(C)cc3)c(=O)[nH]2)CC1 | -3.1% | 0.4% | 5.0% | / | 17.3% | -2.7% | 12.4% | -16.2%
CC(=O)c1cc(-c2ccccc2)n(CC(=O)N2CCCC2)c1C | -10.5% | 0.2% | -5.7% | / | -32.4% | -1.2% | 1.7% | -5.5%
CCOC(=O)/C(C#N)=C/c1c[nH]c2ccccc12 | -3.2%&-2.8% | 0.5%&5.9% | ? | -3.3%&-14.9% | -3.1%&-5.2%[10 µM] | 5.9%&-4.8% | ? | -13.9%&5.1%
COc1ccc(CC(=O)Nc2oc(-c3ccccc3)c(-c3ccccc3)c2C#N)cc1OC | -11.9% | -8.4% | ? | -5.8% | 10.1%[10 µM] | -1.8% | ? | 2.1%
CCc1ccc(NC(=O)CC(c2ccc(C)cc2)N2Cc3ccccc3C2=O)cc1 (configuration not stated) | / | -0.8% | 2.3% | / | / | 5.6% | -9.0% | 18.7%
CN(C)c1ccnc(-n2cccc2/C=N/O)c1C#N | -9.3% | -2.2% | 3.8% | -1.5% | 12.6%[10 µM] | -8.0% | -8.7% | 4.9%
CC(C)c1nn2c(=O)cc(COC(=O)c3cccc(NC(=O)c4cccs4)c3)nc2s1 | / | -0.8% | -1.7% | / | / | 7.0% | ? | ?
CNC(=O)CN1C(=O)c2cccc3cccc1c23 | -16.4% | -7.9% | 10.2% | / | -12.0% | -0.5% | -3.6% | 11.3%
Cc1ccccc1NC(=S)NCCSc1ccc(Cl)cc1 | i | -5.3% | ? | / | -34.5%[inhibitor] | -2.7% | 2.0% | -9.0%
CC(=O)OCC(=O)Nc1ccc(Cl)cc1Cl | -3.4% | -0.6% | 9.1% | -1.8% | 3.4%[10 µM] | -21.1% | -0.2% | 7.0%
CC1CCCCN1Cc1ccc(-c2nn[nH]n2)cc1 (configuration not stated) | -5.8% | 0.4% | 2.8% | 5.5% | -7.4%[10 µM] | 2.5% | 6.3% | -5.7%
COc1cc(CCC(=O)OCC(N)=O)cc(OC)c1OC | 1.3% | -1.3% | 1.6% | 20.0% | -14.4% | 2.3% | 1.9% | 1.0%
O=C(CSc1nnc(-c2cccc(S(=O)(=O)N3CCOCC3)c2)n1C1CCCCCC1)NCc1ccccc1 | 7.0% | -1.6% | -0.8% | 3.4% | -28.9% | 6.7% | -0.3% | -11.9%
CSc1ccc(S(=O)(=O)NCCSc2ccccn2)cc1 | -7.3% | -1.3% | -16.1% | -1.2% | -3.9% | -12.0% | -8.2% | ?
CC(C)[C@@H](CC(=O)N[C@@H]1CCNC[C@H]1C(=O)N[C@H](CC(=O)N[C@@H](CCC(=O)O)CC(=O)O)Cc1c[nH]c2ccccc12)NC(=O)C[C@H](Cc1c[nH]c2ccccc12)NC(=O)[C@@H]1CCCC[C@H]1N | -8.3% | -0.6% | -5.2% | / | 19.3%[1.9 µM] | -3.0% | -2.5% | -7.0%
COc1ccc(C2(O)CCN(C(=O)Cc3cccnc3)CC2)cc1 | 1.2% | 0.0% | 0.2% | / | 13.4% | -0.7% | 1.2% | -6.7%
COc1ccccc1NC(=O)COC(=O)CNC(=O)c1ccc(OC)c(OC)c1 | -0.1% | -2.9% | -7.0% | / | -3.1%[10 µM] | -2.7% | 0.0% | -14.2%
Cc1ccc(C(=O)NC(=S)Nc2cc(-c3nc4ccccc4s3)ccc2C)cc1 | -0.6% | 0.0% | -10.3% | 0.4% | -4.7% | -20.6% | -4.3% | -15.1%
CCc1ccc(/C=N/NC(=O)Cc2cccn2C)cc1 | i | -1.4% | -7.0% | -20.3% | 8.2%[10 µM] | -4.9% | 3.6% | -22.2%

# Screening data: PubChem BioAssay, National Center for Advancing Translational Sciences (NCATS)
